From PubChem BioAssay
APJ ag: agonists of human apelin receptor APJ, primary screen, CHO-K1 cells, PathHunter beta-arrestin, luminescence. P35414. 0% DMSO wells, 100% apelin. activation, % at 20 µM. actives 0.11% (n = 330,000). AID 2520, 2010;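 active = activation more than six SD over the plate average, tested at 20 µM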;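 also: 0% = DMSO alone and 100% = apelin-13 at 10 nM; some results filed as inactive read as strong as hits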
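Material: CHO-K1 APJ beta-arrestin complementation cell line; Input: cell density 1000 per well; Incubation: compound stimulation 90 min at 25 °C, detection 60 min; Signal: luminescence from split beta-galactosidase complementation, Galacton Star/Emerald II substrate; Controls: DMSO-only wells as negative, 10 nM Apelin-13 as positive control.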
Jurkat NFkB inh: inhibitors of induced NF-kB luciferase reporter, primary screen, TCR NF-kB activation inhibitor project, cell-based, luminescence, uHTS | Jurkat, PMA/ionomycin-induced NF-kB luciferase reporter | inhibition, % at 4 µM | actives 0.53% (n = 330,000); in the data active = inhibition above about 50%
CHOP UPR activ: activators of apoptotic CHOP UPR arm, primary screen, cell-based, CHO-CHOP luciferase reporter, luminescence, uHTS. UPR activation; percent of tunicamycin response over DMSO baseline. activation, % at 10 µM. actives 0.34% (n = 330,000);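 active = at 10 µM dose, activation of 40% or more, normalized to positive control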;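 also: 100% = tunicamycin at 10 µg/mL and 0% = DMSO alone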
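Test system: CHO CHOP reporter cells. Input: 500 CHO-CHOP cells per well. Medium: F12 with 10% FBS. Technique: luciferase luminescence. Measure: percent activation relative to tunicamycin control. Dosing: 10 µM compound, 0.5% DMSO. Timing: 16-18 h cell attachment, then 6 h compound exposure, 37 °C.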
Mdm2-MdmX inh: inhibitors of human Mdm2-MdmX association, primary screen, cell-based, luminescence, split luciferase, SaOS-2, uHTS | Protein Mdm4 (Homo sapiens) + E3 ubiquitin-protein ligase Mdm2 (Homo sapiens), … | inhibition, % at 8 µM | actives 3% (n = 330,000) | SaOS-2 split-luciferase Mdm2/MdmX complementation;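 active = inhibition of at least 50% at 8 µM in the primary screen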
Target sequence (O15151 whole entry, looked up): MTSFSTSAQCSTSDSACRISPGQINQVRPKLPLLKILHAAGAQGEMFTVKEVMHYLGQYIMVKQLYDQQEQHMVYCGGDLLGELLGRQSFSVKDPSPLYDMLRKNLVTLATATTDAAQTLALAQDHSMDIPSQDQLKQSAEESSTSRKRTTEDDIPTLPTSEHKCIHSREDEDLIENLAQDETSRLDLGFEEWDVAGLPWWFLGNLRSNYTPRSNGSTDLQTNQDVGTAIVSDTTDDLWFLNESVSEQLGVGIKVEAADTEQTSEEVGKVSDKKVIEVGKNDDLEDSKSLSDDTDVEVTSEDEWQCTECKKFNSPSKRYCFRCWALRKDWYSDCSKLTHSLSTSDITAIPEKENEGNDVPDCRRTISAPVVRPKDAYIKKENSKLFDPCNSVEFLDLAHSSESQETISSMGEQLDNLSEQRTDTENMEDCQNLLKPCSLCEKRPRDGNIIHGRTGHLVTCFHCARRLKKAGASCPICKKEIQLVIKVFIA
Target sequence (Q00987 whole entry, looked up): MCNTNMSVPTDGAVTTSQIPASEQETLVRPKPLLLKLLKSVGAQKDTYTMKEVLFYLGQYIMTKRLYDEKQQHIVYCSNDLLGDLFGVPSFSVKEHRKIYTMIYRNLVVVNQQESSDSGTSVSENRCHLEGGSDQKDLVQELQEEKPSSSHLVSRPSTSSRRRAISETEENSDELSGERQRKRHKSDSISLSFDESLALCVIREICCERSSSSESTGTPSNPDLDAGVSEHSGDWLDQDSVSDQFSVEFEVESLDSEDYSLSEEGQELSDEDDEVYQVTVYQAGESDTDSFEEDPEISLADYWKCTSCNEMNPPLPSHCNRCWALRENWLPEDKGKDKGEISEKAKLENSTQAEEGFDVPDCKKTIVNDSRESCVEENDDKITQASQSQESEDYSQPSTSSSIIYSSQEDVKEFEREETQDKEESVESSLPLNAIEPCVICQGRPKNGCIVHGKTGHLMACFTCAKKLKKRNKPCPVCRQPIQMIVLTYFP
APJ antag: antagonists of human apelin receptor APJ, primary screen, CHO-K1 cells, beta-arrestin complementation, luminescence. P35414. inhibition, % at 20 µM. actives 0.32% (n = 330,000). AID 2521, 2010;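 active = inhibition above about 40% at 20 µM, limit read from the data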;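 also: cells challenged with 10 nM apelin-13 agonist together with compound; plate controls were apelin-13 plus DMSO wells for no effect and DMSO wells lacking apelin-13 for full effect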
697 NFkB inh: inhibitors of PMA/ionomycin-induced NF-kB reporter, 697 cells, primary screen, B-cell NF-kB inhibitor project, cell-based, luminescence, uHTS | 697 B-cell NF-kB luciferase reporter, 16 h | inhibition, % at 4 µM | actives 0.33% (n = 330,000) | AID 435022, 2010; in the data active = inhibition above about 35%
tim23-1 inh: growth inhibitors of tim23-1 mutant yeast, primary screen, luminescence, uHTS | actives 1.3% (n = 330,000) | S. cerevisiae tim23-1 growth, BacTiter-Glo luminescence, 24 h | inhibition, % at 20 µM | AID 463212, 2010;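 active = growth inhibition of the mutant yeast at or above 50%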;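 also: temperature-sensitive mutant grown at 25 °C; plate controls were DMSO-treated mutant yeast for no effect and medium wells lacking yeast for full effect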
UPR XBP1 act: activators of adaptive XBP1 UPR arm, primary screen, cell-based, CHO-XBP1 luciferase reporter, luminescence, uHTS; activation, % at 20 µM; IRE1-XBP1 UPR activation; percent of tunicamycin response, DMSO as zero; actives 0.33% (n = 330,000);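 active = versus positive control, 20 µM dose yields 30% or more activation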;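 also: 100% = tunicamycin at 10 µg/mL and 0% = DMSO only wells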
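Material – CHO cell line with stable XBP1 luciferase reporter · Buffer or medium – F12 plus 10% FBS · Compound – single point, 20 µM final compound, 1% DMSO · Schedule – 16-18 h cell attachment at 37 °C, then 6 h compound exposure · Signal – Steady-Glo luminescence read · Benchmarks – high control tunicamycin 10 µg/mL final, low control DMSO vehicle only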
* = called active by the depositor.

SMILES | APJ ag | Jurkat NFkB inh | CHOP UPR activ | Mdm2-MdmX inh | APJ antag | 697 NFkB inh | tim23-1 inh | UPR XBP1 act
COc1n[nH]c(C(=O)Nc2cc(Cl)ccc2Cl)c1[N+](=O)[O-] | -2 | -2 | -2.9 | 25 | 15 | -18 | -12 | 0
Cc1sc(NC(=O)CSc2nnc(COc3ccc(Cl)cc3)n2C)c(C#N)c1C | 4 | -8 | 6.6 | 52* | -4 | -10 | -18 | 1
Cn1c(=O)[nH]c(=O)c2c1nc(NCc1ccccc1)n2CC(O)c1ccccc1 (stereo not given) | 0 | -20 | -1.3 | 6 | 2 | -12 | -5 | -3
COc1cc2c(cc1OC)C(c1ccccc1)N(C(=O)c1ccccc1)CC2 (stereo not given) | -3 | 10 | 1.1 | -6 | -8 | -2 | 38 | 1
Cc1cc(C)n(CC(C)NCc2cn[nH]c2-c2cccc3ccccc23)n1 (stereo not given) | -4 | 4 | -0.5 | 9 | -3 | 11 | 12 | -2
CCc1cccc(NC(=O)CCNC(=O)Cn2ccc3ccccc3c2=O)c1 | -2 | 6 | 6.3 | 15 | 10 | -2 | -9 | -4
COc1c(Br)cc([N+](=O)[O-])c(OC)c1C(=O)NC(=O)Nc1cc(Cl)cc(Cl)c1 | 0 | 30 | 7.7 | 85* | -11 | -40 | -18 | 15
Cc1ccc(NC(=O)COC(=O)c2ccccc2Nc2ccccc2)cc1 | 5 | 10 | 0.4 | 11 | -7 | 18 | 11 | -1
COC(C[C@@H]1O[C@H]1[C@@H](O)[C@@H](C)OCc1ccccc1)OC | -4 | -6 | -0.9 | 25 | -11 | 6 | -11 | -2
Cc1ccc(C(=O)NCC(=O)N(C)CC(=O)Nc2ccccc2Br)s1 | -4 | -5 | 0.0 | 2 | -7 | 3 | 6 | -1
COc1ccc(N(C)S(=O)(=O)c2cccc(C(=O)NC3CCC(C)CC3)c2)cc1 (stereo not given) | -3 | 5 | -1.0 | -20 | -25 | -27 | 16 | 2
CC1CCCCC1NC(=O)c1c(O)nc2ccccn2c1=O (stereo not given) | 10 | -12 | 4.7 | 38 | 8 | -40 | 48 | 1

Arranged by value in Jurkat NFkB inh (falling): six from the list above
Molecule | Jurkat NFkB inh
COc1cc2c(cc1OC)C(c1ccccc1)N(C(=O)c1ccccc1)CC2 (stereo not given) | 10
CCc1cccc(NC(=O)CCNC(=O)Cn2ccc3ccccc3c2=O)c1 | 6
COc1ccc(N(C)S(=O)(=O)c2cccc(C(=O)NC3CCC(C)CC3)c2)cc1 (stereo not given) | 5
Cc1cc(C)n(CC(C)NCc2cn[nH]c2-c2cccc3ccccc23)n1 (stereo not given) | 4
Cc1ccc(C(=O)NCC(=O)N(C)CC(=O)Nc2ccccc2Br)s1 | -5
COC(C[C@@H]1O[C@H]1[C@@H](O)[C@@H](C)OCc1ccccc1)OC | -6

Some of the entries so far, with each value named.
Molecule: Cc1ccc(C(=O)NCC(=O)N(C)CC(=O)Nc2ccccc2Br)s1
- APJ ag = -4
- Jurkat NFkB inh = -5
- CHOP UPR activ = 0.0
- Mdm2-MdmX inh = 2
- APJ antag = -7
- 697 NFkB inh = 3
- tim23-1 inh = 6
- UPR XBP1 act = -1
Molecule: COc1ccc(N(C)S(=O)(=O)c2cccc(C(=O)NC3CCC(C)CC3)c2)cc1 (stereo not given)
- APJ ag = -3
- Jurkat NFkB inh = 5
- CHOP UPR activ = -1.0
- Mdm2-MdmX inh = -20
- APJ antag = -25
- 697 NFkB inh = -27
- tim23-1 inh = 16
- UPR XBP1 act = 2

(more compounds)
SMILES | APJ ag | Jurkat NFkB inh | CHOP UPR activ | Mdm2-MdmX inh | APJ antag | 697 NFkB inh | tim23-1 inh | UPR XBP1 act
CCOc1ncccc1C(=O)Nc1cc(S(=O)(=O)N2CCOCC2)ccc1N1CCCC1 | 1 | -1 | 0.5 | -7 | 1 | -3 | 30 | 0
CCN(CC)c1nc(-c2ccccn2)nc(-c2ccccc2)c1C#N | -5 | 4 | 6.6 | 59* | 1 | 9 | 58* | 3
O=C(CSc1ncccc1-c1nc2ccccc2[nH]1)NC1CC1 | 1 | -7 | 0.4 | -12 | 3 | 7 | 19 | -1
Cc1cccc(OCC(O)Cn2c(-n3nc(C)cc3C)nc3c2c(=O)[nH]c(=O)n3C)c1 (stereo not given) | -6 | 2 | 1.1 | 1 | 22 | 13 | 19 | -2
CCOC(=O)N1CCc2[nH]c3ccc(C)cc3c2C1 | 2 | 17 | 1.4 | 7 | -22 | 16 | 31 | -1
CC1(C)C(=O)Nc2ccccc2N1C(=O)COC(=O)c1cc([N+](=O)[O-])ccc1N | 2 | -19 | -1.5 | -1 | -1 | -20 | 2 | 2
C=CCNC(=O)NC(=O)c1csc([N+](=O)[O-])c1 | 0 | 7 | 3.1 | -7 | -4 | 11 | 16 | -2
COc1cccc(NC(=O)Cn2nnc(-c3ccccc3N)n2)c1 | 1 | -11 | -1.8 | -5 | 3 | 14 | -11 | -1
Cc1cccn2c(=O)c3cc(C(=O)NCCN4CCOCC4)c(=N)n(CCc4ccccc4)c3nc12 | -2 | 3 | -1.2 | 42 | 19 | -15 | -9 | -3
COc1ccc(-c2oc3ccc(-c4ccc(OC)nc4)cc3c2-c2ccc(OC)cc2)cc1 | -2 | 12 | 1.9 | 16 | 20 | 9 | 9 | -4
CCOC(=O)c1cccc(N/C=C/C(=O)c2ccc(OC)c(OC)c2)c1 | 2 | -38 | 3.3 | 23 | -5 | -91 | 14 | 1
Cc1ccc(S(=O)(=O)N2CCCC2C(=O)Nc2nc3ccccc3s2)cc1 (stereo not given) | -2 | 11 | -0.7 | -10 | -11 | 1 | 50 | 1

Some values from the results shown:
`COc1cccc(NC(=O)Cn2nnc(-c3ccccc3N)n2)c1` in APJ antag = 3
`CCN(CC)c1nc(-c2ccccn2)nc(-c2ccccc2)c1C#N` in UPR XBP1 act = 3
`O=C(CSc1ncccc1-c1nc2ccccc2[nH]1)NC1CC1` in APJ ag = 1
`CCOc1ncccc1C(=O)Nc1cc(S(=O)(=O)N2CCOCC2)ccc1N1CCCC1` in 697 NFkB inh = -3

(list continues)
SMILES | APJ ag | Jurkat NFkB inh | CHOP UPR activ | Mdm2-MdmX inh | APJ antag | 697 NFkB inh | tim23-1 inh | UPR XBP1 act
COc1ccccc1CNC(=O)C(NC(=O)c1ccccc1C)C(C)C (stereo not given) | -3 | 4 | -0.4 | 0 | -1 | 7 | 13 | 0
O=C(C1CCCN(S(=O)(=O)c2ccc(Br)s2)C1)N1CCN(c2ccccc2)CC1 (stereo not given) | -1 | 7 | 0.8 | 8 | -26 | -15 | 32 | -5
Cc1cc(C)c(O)c(-c2cc(C(=O)Nc3c(C)n(C)n(-c4ccccc4)c3=O)[nH]n2)c1 | -2 | 4 | -0.3 | 13 | 7 | 12 | 18 | 1
CCOC(=O)C1CCN(S(=O)(=O)c2cn(C)c(=O)n(C)c2=O)CC1 | 7 | 9 | 2.7 | 18 | 19 | 19 | 7 | 0
Cc1ccc(NC(=O)CSc2nnc(C)c(=O)n2N)c(C)c1 | 0 | 7 | 3.0 | -24 | -2 | -1 | -2 | -2
O=C(COC(=O)c1cnccn1)NCCc1ccc(Cl)cc1Cl | -1 | 16 | -1.8 | 9 | 5 | 7 | 22 | -6
O=C1CSC(=S)N1/N=C/c1cccnc1 | 1 | 6 | 1.6 | 4 | -1 | 20 | 30 | 1
O=C(NCCOc1ccc(Cl)cc1)c1cccc(S(=O)(=O)N2CCCC2)c1 | -2 | 12 | -1.7 | 24 | 15 | 14 | 9 | -4
CC(=O)c1ccc2c3c(ccc(O)c13)CC2 | -7 | -6 | -0.7 | 20 | 15 | -6 | 15 | 2
CCOCCCNC(=S)Nc1ccc2nc(N3CCOCC3)cc(C)c2c1 | -2 | 1 | -0.1 | -13 | 7 | -16 | 9 | -1
COc1ccc(C2=C(C=Nc3c(C)n(C)n(-c4ccccc4)c3=O)C(c3ccccc3C)c3ccccc3O2)cc1OC (stereo not given) | -5 | 9 | 4.2 | 6 | 5 | 3 | 7 | -1
O=C(O)C(Cc1c[nH]c2ccccc12)N1C(=O)c2ccccc2C1=O (stereo not given) | -1 | -8 | -2.7 | 13 | -14 | 25 | -2 | 1
CS(=O)(=O)c1ccc(C(=O)Nc2ccccc2Cl)cc1 | -4 | 4 | 0.9 | 6 | 2 | 5 | 5 | 2
C=C(C)c1cccc(C(C)(C)NC(=O)Nc2ccc(C(C)=O)cc2)c1 | -2 | 18 | -0.9 | 23 | -16 | -5 | 34 | 2
CCOC(=O)c1c2ccc(OCC(=O)N/N=C/c3ccc(C)cc3)cc2n2ccccc12 | 5 | 6 | 158* | 84* | -68 | 13 | 11 | 123*
CCOc1ccc(CCn2c(-c3ccco3)nc3ccccc3c2=O)cc1OCC | 1 | 2 | 2.1 | 43 | -9 | -31 | -9 | 6
COc1ccc(CCN(C(=O)c2snc(C(N)=O)c2N)C(C)C(=O)NC2CCCCC2)cc1OC (stereo not given) | 1 | -6 | -2.1 | 5 | 11 | 15 | 3 | 2
O=C1N(c2ccccc2)C(c2ccccc2)N2CCCN12 (stereo not given) | -8 | -14 | -0.8 | 13 | -20 | 1 | 17 | 1
CC1Sc2ccc(S(=O)(=O)CCC(=O)Nc3cc(F)ccc3F)cc2NC1=O (stereo not given) | -3 | 9 | -0.9 | 20 | 16 | 3 | 7 | -2
Cc1cc(C)n2c(SCC(=O)Nc3ccc(F)cc3F)nnc2n1 | -4 | -2 | -0.9 | 1 | -3 | 23 | 8 | -2
COC(=O)c1sccc1NC(=O)COc1ccc(C)cc1 | -4 | -21 | 3.2 | -28 | 21 | -14 | 9 | 9
O=C1/C(=C\c2c(NCCOCCO)nc3ccccn3c2=O)SC(=S)N1Cc1ccco1 | -1 | -4 | 0.5 | 54* | 25 | -2 | 11 | -1
COc1ccccc1N1CCN(C(=O)Cn2cnc3c2c(=O)n(C)c(=O)n3C)CC1 | 3 | -10 | 0.2 | -3 | 0 | -4 | -11 | -1
CN1N=C(C(=O)N2CCN(c3ccc([N+](=O)[O-])cc3)CC2)CCC1=O | -3 | -15 | 1.0 | -11 | 6 | -12 | 9 | -1
CSC(=NC#N)N1CCN(c2c(C)cccc2C)CC1 | -1 | -11 | -2.1 | 12 | -10 | -9 | 17 | -4
